Bim-Bcl-2: disrupts Bim peptide binding to human Bcl-2. P10415. Bead-based flow cytometry, Bim peptide-Bcl-2 binding. inhibition, % at 10 µM. actives 0.06% (n = 190,000); in the data active means inhibition above about 40%; inconclusive means no clear call, values can overlap the other calls;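 further: 0% = no compound wells with probe peptide and 100% = reference peptide inhibitor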
ABCG2 block: human ABCG2 inhibition, ABCB1 as counter-screen; actives 0.1% (n = 190,000); inhibition, % at 6.6 µM; IgMXP3 cells, JC-1 efflux, flow cytometry; Q9UNQ0;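 active means inhibition above 80%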;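 further: 0% = DMSO and 100% = nicardipine control wells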
Target sequence (Q9UNQ0 whole entry, looked up): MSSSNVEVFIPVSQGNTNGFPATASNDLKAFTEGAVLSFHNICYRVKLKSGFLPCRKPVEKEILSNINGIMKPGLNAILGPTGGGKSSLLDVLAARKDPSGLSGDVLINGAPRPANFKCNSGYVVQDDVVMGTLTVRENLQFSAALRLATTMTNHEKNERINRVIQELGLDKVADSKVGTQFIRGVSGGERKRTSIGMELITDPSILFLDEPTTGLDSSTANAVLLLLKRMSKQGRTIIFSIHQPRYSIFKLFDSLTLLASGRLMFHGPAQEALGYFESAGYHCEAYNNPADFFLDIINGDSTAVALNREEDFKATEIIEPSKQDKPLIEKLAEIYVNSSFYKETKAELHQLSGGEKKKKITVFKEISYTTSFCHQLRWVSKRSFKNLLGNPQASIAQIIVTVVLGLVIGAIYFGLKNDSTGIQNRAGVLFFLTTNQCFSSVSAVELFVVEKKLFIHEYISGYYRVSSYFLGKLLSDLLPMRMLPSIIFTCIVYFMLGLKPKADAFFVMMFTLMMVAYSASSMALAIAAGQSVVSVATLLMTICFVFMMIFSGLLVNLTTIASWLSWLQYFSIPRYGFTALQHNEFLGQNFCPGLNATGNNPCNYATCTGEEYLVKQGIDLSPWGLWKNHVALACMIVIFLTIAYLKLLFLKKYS
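Test system: IgMXP3 (ABCG2) plus far-red-tagged CCRF-Adr (ABCB1) cells / Amount: 3 million cells/mL in well / Reagent: JC-1 transporter substrate / Timing: 10 min compound exposure, 25 °C / Signal: flow cytometry, 530 nm JC-1 signal / Read-out: percent efflux inhibition, scaled nicardipine 100% to DMSO 0% / Benchmarks: nicardipine as high control, DMSO as low control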
Bfl-1 Bim block: human Bim-Bfl-1 interaction inhibition | Q16548 | inhibition, % at 10 µM | AID 1008 | actives 0.12% (n = 190,000) | Bead-based flow cytometry, Bim-Bfl-1 binding inhibition;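 further: 0% = wells without compound plus tracer and 100% = blocker peptide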
Bcl-W Bim block: disrupts Bim peptide binding to human Bcl-W; Q92843; bead-based flow cytometry; inhibition, % at 10 µM; actives 0.02% (n = 190,000); AID 952;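 further: 0% = bound tracer without compound and 100% = peptide blocker; higher means less fluorescent Bim peptide bound to Bcl-W beads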
Target sequence (Q92843 whole entry, looked up): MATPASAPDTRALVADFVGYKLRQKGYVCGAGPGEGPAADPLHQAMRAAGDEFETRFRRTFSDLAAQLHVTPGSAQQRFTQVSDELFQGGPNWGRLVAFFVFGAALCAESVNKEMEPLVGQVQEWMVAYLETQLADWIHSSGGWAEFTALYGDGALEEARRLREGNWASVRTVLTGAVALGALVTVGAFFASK
RGS7-Gao reg: human RGS7-Galphao interaction regulation | P09471 | Multiplexed bead flow cytometry, RGS7-Galphao binding; actives lie on both sides | binding response (% of control), % at 10 µM | actives 0.35% (n = 220,000) | AID 1439; in the data active means binding response below about 49% or above about 150%; inconclusive means no clear call, values can overlap the other calls; inactive means in between;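 further: fluorescent Galphao held in activated GDP-AlF4 state binding bead-coupled RGS7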
Bcl-XL Bim block: disrupts Bim peptide binding to human Bcl-XL; Q07817; bead flow cytometry, fluorescence; inhibition, % at 10 µM; actives 0.04% (n = 190,000); AID 1007
Target sequence (Q07817 whole entry, looked up): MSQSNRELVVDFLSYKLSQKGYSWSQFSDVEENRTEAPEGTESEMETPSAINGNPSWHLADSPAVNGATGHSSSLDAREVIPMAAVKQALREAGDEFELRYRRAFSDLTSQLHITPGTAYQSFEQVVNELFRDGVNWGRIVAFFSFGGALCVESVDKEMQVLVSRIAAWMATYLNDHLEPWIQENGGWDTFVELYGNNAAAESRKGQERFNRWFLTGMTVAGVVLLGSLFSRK
Bcl-B Bim block: human Bim-Bcl-B interaction inhibition | inhibition, % at 10 µM | Q9HD36 | bead-based flow cytometry, Bim peptide-Bcl-B binding | actives 0.073% (n = 190,000) | AID 951;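 further: 0% = tracer peptide without compound and 100% = reference inhibitor peptide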
RGS8-Gao: human RGS8-Galphao interaction regulation | response (percent of control binding), % at 10 µM | AID 1423 | actives 0.34% (n = 220,000) | multiplexed bead flow cytometry, RGS8-Galphao binding; actives lie on both sides | P09471; in the data active means response below about 60% or above about 140%; inactive means in between;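 further: Galphao activated as the GDP aluminium fluoride complex binding bead-coupled RGS8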
ABCB1 block: inhibitors of human ABCB1 transporter, ABCG2 counter-screen | actives 0.067% (n = 190,000) | AID 1326 | inhibition, % at 6.6 µM | CCRF-Adr cells, JC-1 efflux, flow cytometry; in the data active means inhibition above about 40%;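 further: 0% = vehicle and 100% = reference inhibitor; higher value means more JC-1 retained so stronger ABCB1 efflux block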
RGS4-Gao reg: human RGS4-Galphao interaction regulation | Multiplexed bead flow cytometry, RGS4-Galphao binding; actives lie on both sides | binding response (% of control), % at 10 µM | actives 0.33% (n = 220,000) | AID 1415; in the data active means binding response below about 49% or above about 150%; inactive means in between;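 further: fluorescent Galphao activated with aluminum fluoride binding bead-coupled RGS4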
Mcl-1 Bim block: inhibitors of Bim-Mcl-1 interaction, human; Q07820; Bead-based flow cytometry, Bim peptide-Mcl-1 binding; inhibition, % at 10 µM; actives 0.1% (n = 190,000);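 further: 0% = no compound tracer wells and 100% = peptide blocker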
Numbers without * were called inactive; ? = inconclusive; nt = no result given. Unless noted, no stated cut-off is given here; in the data, active means inhibition above about 40%.

SMILES	Bim-Bcl-2	ABCG2 block	Bfl-1 Bim block	Bcl-W Bim block	RGS7-Gao reg	Bcl-XL Bim block	Bcl-B Bim block	RGS8-Gao	ABCB1 block	RGS4-Gao reg	Mcl-1 Bim block
COc1cc2c(cc1OC)C(C)N(C(=O)Cn1ncc3c1-c1ccccc1OC3)CC2 (stereo not drawn)	-9	-4	-11	0	85	-3	-7	94	-2.6	86	-2
C=CCNC(=O)N1CCC(CO)(Cc2ccc(Cl)cc2)CC1	-2	0	-5	0	97	0	-1	101	-0.4	103	0
Cn1cc(S(=O)(=O)NCc2cccs2)c(=O)n(C)c1=O	-1	3	7	6	92	7	0	88	0.9	92	4
CN(C)C(=O)N1CCN(C(=O)N(C)C)CC1	-8	1	-15	-2	102	-6	-6	102	0.4	102	-1
C=CCN1C(=O)C(Cc2cccc(Cl)c2)S/C1=N/N=C/c1ccco1 (stereo not drawn)	-7	0	-12	0	98	-5	-10	99	-0.3	101	-2
CC(C)CNC(=O)C1CCN(Cc2ccc(OCc3ccccc3)cc2)CC1	2	1	2	-6	107	-6	-3	103	0.3	113	-9
O=C(CSc1ccc(-c2ccccc2)nn1)NCC1CCCO1 (stereo not drawn)	-6	4	-7	0	102	-1	-7	100	1.7	103	-1
O=C(NC1CCCCC1)c1ccccc1NC(=O)C1CC(=O)N(c2ccccc2)C1 (stereo not drawn)	5	7	-2	-4	103	-7	-8	101	0.6	101	-6
CSc1ccc(NC(=O)c2cccnc2)cc1C#N	-5	25	-4	-5	?	2	-4	95	1.4	96	0
COc1cc(OC)cc(C(=O)N(Cc2cc3cc(C)ccc3[nH]c2=O)C(C)C)c1	-2	4	0	0	103	-1	-1	106	0.9	102	0
CC(=O)c1c[nH]c(C(=O)NCC2CCCO2)c1 (stereo not drawn)	-8	2	-12	0	101	-4	-6	104	0.5	106	0
CNCCC=C1c2ccccc2CCc2ccccc21	-1	1	0	-1	101	-3	-6	102	-0.2	102	-1
O=C(NCC1CCCO1)c1cc(C(=O)C2CCCCC2)c[nH]1 (stereo not drawn)	-5	4	-3	0	?	-2	-4	99	-0.4	96	0
O=C(NNC(=O)c1ccccc1-n1cccc1)c1ccccc1	3	7	0	0	102	0	-1	101	0.7	99	0
Cc1csc(NC(=O)CCc2c(C)nc3cc(-c4ccc(Cl)cc4)nn3c2C)n1	-3	17	-1	-6	90	-5	-8	92	0.9	94	-3
O=C(CSc1nc2ncccc2[nH]1)Nc1ccc2c(c1)OCCO2	-1	0	0	0	88	-5	0	88	0.3	88	0
Fc1ccc(CSc2ccc3nnc(-c4cccnc4)n3n2)cc1	-2	2	-3	0	91	4	0	94	0.6	88	3
OCCCN1c2ccccc2Nc2nnc(-c3ccccc3)cc21	-5	0	0	0	101	0	0	106	-0.8	101	-1
CN(C(=O)C12CC3CC(CC(C3)C1)C2)C1(C)CCS(=O)(=O)C1 (stereo not drawn)	0	4	0	0	101	-2	0	101	0.4	100	-4
COCCn1nnnc1C(c1ccc(OC)cc1OC)N1CCN(c2ccccc2)CC1 (stereo not drawn)	-11	-1	-12	-1	101	-2	-3	94	0.0	99	-1
OCCCNCc1ccc(-c2ccccc2)cc1	-4	0	-4	-2	?	-4	-2	94	0.1	91	-1
Cc1csc(NC(=O)CSc2nnc(-c3cc(C)on3)o2)n1	-6	1	-13	-3	98	-6	-7	100	0.0	100	-2
CC(=O)N1CCC(=O)N(C(C)C)c2ccccc21	-1	22	0	-1	98	-2	-3	100	0.8	99	-3
CC(C)NC(=O)c1cc2c(s1)CCCC2	1	22	5	0	103	0	0	112	1.7	105	-1
O=C(COC(=O)c1ccc([N+](=O)[O-])o1)c1ccccc1	0	-2	-4	-5	98	-8	-10	102	-1.1	99	-5
Cc1ccc(S(=O)(=O)NCCSc2ncccn2)cc1	-4	1	-9	1	99	-1	-6	101	0.4	99	-2
COc1ccc(OC)c2c1CC(C)(C)NC2=O	-8	-2	-10	1	91	-4	-4	97	-1.1	95	1
COC(=O)CCC(=O)N1CCc2cc(S(=O)(=O)N3CCN(c4ccccc4Cl)CC3)ccc21	-12	22	-9	-5	98	-8	-7	100	13	98	2
CC(CCc1ccccc1)NC(=O)COC(=O)CC1CC2CCC1C2 (stereo not drawn)	-6	7	-14	0	98	-6	-6	99	0.7	98	-5
CCOc1ccccc1N1CCN(C(=O)CCCc2nc3ccccc3s2)CC1	-7	5	-9	-4	106	-7	-2	94	1.1	99	-7
CCC(C)OC(=O)C1C(c2ccccc2)C(C(=O)O)C1c1ccccc1 (stereo not drawn)	-6	1	-15	1	100	2	-3	102	0.3	100	1
COc1ccc(NC2=Nc3ccccc3N3C2=Nc2c(c(C)nn2-c2ccc(C)cc2)C3c2cccnc2)cc1 (stereo not drawn)	23	2	14	8	106	17	-29	99	0.9	106	19
Cc1ccc2c(C(=O)N3CCN(c4ccccc4)CC3)cc(-c3cccnc3)nc2c1C	-1	8	-5	0	?	0	-2	99	1.9	100	0
Cc1cccc(NC(=S)N=Nc2c(O)[nH]c3ccccc23)c1	2	-10	1	-1	99	0	-10	102	-4.4	98	-1
COCCCn1cc(C(=O)c2cc(OC)ccc2OCC(=O)N2CCCCC2C)cc(C#N)c1=O (stereo not drawn)	-1	0	-4	0	98	-1	-2	104	-0.1	102	-1
C/C(=N\NC(=O)c1ccc(COc2ccccc2)cc1)c1ccncc1	-6	6	-8	-4	98	-5	-7	101	0.7	103	-1
Cc1ccccc1N(CC(=O)O)S(C)(=O)=O	0	6	0	-1	104	-6	-9	106	1.2	103	-5
Cc1cc(C)nc(-n2nc(C)c3c(C(F)(F)F)cc(=O)[nH]c32)n1	-9	72	-18	-3	98	-8	-9	102	3.5	101	-3
O=C(NCC(=O)N1CCCC1)c1cccs1	-5	1	-13	0	107	-5	-7	103	0.8	104	-1
Cc1ccc(N2CCN(C(=O)c3ccccc3F)CC2)c(C)c1	-12	-4	-12	0	97	-1	-7	99	-2.9	98	-2
S=C(NCC(c1ccco1)N1CCCC1)Nc1ccccc1 (stereo not drawn)	-1	4	-4	-6	96	-6	-13	99	0.7	99	-1
Cc1sc2nc(SCc3nc(-c4ccccc4)no3)n(-c3ccccc3)c(=O)c2c1C	6	1	2	-1	nt	-4	-5	nt	0.6	nt	-2
Cc1ccc(C(=O)NC(=S)NCc2ccco2)cc1	-1	0	-2	-11	100	-15	-7	104	-0.2	103	-23
O=C(C[n+]1ccccc1)Nc1ccc(Oc2ccccc2)cc1	-1	0	-2	-3	98	0	0	104	0.1	102	3
OC1(c2ccccc2F)CCN(Cc2nnc(-c3ccccc3)o2)CC1	-15	2	-17	-2	101	7	-9	103	0.1	104	-1
CCSc1ccccc1C(=O)N1CCN(c2ccccc2F)CC1	-1	4	3	-1	99	-1	0	97	0.8	96	-2
O=C1CC(c2ccc(OCCCCCOc3ccc(C4CC(=O)NC4=O)cc3)cc2)C(=O)N1 (stereo not drawn)	-3	2	-5	0	97	-1	-4	101	-0.1	104	0
CCOC(=O)COn1c(=O)c[n+]([O-])c2ccccc21	2	2	2	0	99	-1	0	101	0.6	103	1
Cc1ccc(C2C=NN(c3ccccc3)C2=O)cc1 (stereo not drawn)	0	6	-1	-1	95	0	0	99	0.7	97	1
COc1ccccc1CC(=O)Nc1cc2oc3ccccc3c2cc1OC	-2	5	-3	0	83	0	-1	94	0.2	87	0

Arranged by length of the SMILES (ascending): part of the list above.
SMILES	Bim-Bcl-2	ABCG2 block	Bfl-1 Bim block	Bcl-W Bim block	RGS7-Gao reg	Bcl-XL Bim block	Bcl-B Bim block	RGS8-Gao	ABCB1 block	RGS4-Gao reg	Mcl-1 Bim block
Cc1ccc(C(=O)NC(=S)NCc2ccco2)cc1	-1	0	-2	-11	100	-15	-7	104	-0.2	103	-23
O=C(NCC1CCCO1)c1cc(C(=O)C2CCCCC2)c[nH]1 (stereo not drawn)	-5	4	-3	0	?	-2	-4	99	-0.4	96	0
O=C(COC(=O)c1ccc([N+](=O)[O-])o1)c1ccccc1	0	-2	-4	-5	98	-8	-10	102	-1.1	99	-5
COc1cc(OC)cc(C(=O)N(Cc2cc3cc(C)ccc3[nH]c2=O)C(C)C)c1	-2	4	0	0	103	-1	-1	106	0.9	102	0

Continued:
SMILES	Bim-Bcl-2	ABCG2 block	Bfl-1 Bim block	Bcl-W Bim block	RGS7-Gao reg	Bcl-XL Bim block	Bcl-B Bim block	RGS8-Gao	ABCB1 block	RGS4-Gao reg	Mcl-1 Bim block
CCc1cc(CN2CCOCC2)c(NC(=O)c2ccccc2)s1	-2	1	-7	-4	100	-5	-3	102	-0.2	101	-2
CS(=O)(=O)N1CCN(Cc2ccc([N+](=O)[O-])cc2)CC1	-7	3	-4	-1	97	-4	-3	102	0.6	100	-3
Cc1ccc(S(=O)(=O)N2CCN(c3ccc(S(=O)(=O)N4CCOCC4)cn3)CC2)cc1	4	1	0	-3	101	-4	-1	90	0.1	97	0
CCOC(=O)COc1cc(-n2c(=S)[nH]c3cc(OC)c(OC)cc3c2=O)c(Cl)cc1Cl	-4	0	-6	-3	86	0	-2	95	0.1	86	0
COC(=O)N(C)c1ccccc1C(=O)N1CCOCC1	-1	-1	-1	-3	103	-3	-1	101	-0.2	102	-1
Cc1ccc(-n2nc(C)c(C3(O)C(=O)N(C(C)C)c4ccccc43)c2N)cc1 (stereo not drawn)	-3	-2	-2	0	99	0	0	102	0.4	101	-3
Cc1ccc2onc(CC(=O)O)c2c1	-2	2	-2	-4	101	-6	-7	103	0.3	102	-4
CC(=O)N1CN(CCCn2ccnc2)Cc2c1sc1c2CCCC1	0	2	0	0	108	-5	-1	100	0.4	106	2
O=C(NCCc1ccc(Cl)cc1)C1CCN(S(=O)(=O)c2cccs2)CC1	0	1	0	-2	93	0	-2	94	0.0	96	-3
O=[N+]([O-])c1cc(S(=O)(=O)Nc2ccccc2)ccc1NCc1ccccc1	-8	9	-13	-5	97	-7	-10	100	0.9	98	-2
O=C(CNC(=O)c1ccccc1F)OCc1csc(-c2ccccc2)n1	-4	0	-7	-1	?	0	-5	102	0.0	103	-2
CC(=O)N1C(=O)N(C(C)=O)C2C1N(C)C(=O)N2C(C)=O (stereo not drawn)	-4	2	-6	-4	101	0	-3	103	-0.1	103	-1
CCOC(=O)N1CCC(NC(=O)CN2C(=O)CSc3ncccc32)CC1	-3	-1	-10	1	104	0	-8	102	0.6	101	0
CCCC(CCC)=NNc1ccc(S(=O)(=O)Nc2ccccc2OC)cc1[N+](=O)[O-]	-2	1	0	-3	97	-6	-1	101	-0.1	101	-2
CC(=O)c1c(C)[nH]c(C2=NNC(=NCc3ccccc3)SC2)c1C	1	7	-2	-4	101	-1	-3	98	1.0	95	0
CCc1ccc(C(N)=S)cc1	4	3	5	-1	?	0	8	99	0.9	100	0
COc1ccc(NC(=S)N2CCCCCC2)cc1OC	0	1	-5	3	103	0	-2	104	0.4	105	1
CN(Cc1ccccc1)c1nc(CN2CCOCC2)nc2scc(-c3ccccc3)c12	-3	-5	-3	-2	101	-8	-8	101	4.8	99	-5

Compound activity deposited in PubChem BioAssay by NMMLSC.
